PP1 inh = counter-screen for PP5 inhibitors: inhibitors of human PP1-alpha; purified PP1alpha, OMFP fluorescence; P62136; 0.9% of 320,000 active; inhibition, % at 6.7 µM;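 active = inhibition above the mean inhibition of all tested compounds plus 3 SD, computed separately for each screening campaign, cut at about 15% in these data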
Target sequence (P62136 whole entry, looked up): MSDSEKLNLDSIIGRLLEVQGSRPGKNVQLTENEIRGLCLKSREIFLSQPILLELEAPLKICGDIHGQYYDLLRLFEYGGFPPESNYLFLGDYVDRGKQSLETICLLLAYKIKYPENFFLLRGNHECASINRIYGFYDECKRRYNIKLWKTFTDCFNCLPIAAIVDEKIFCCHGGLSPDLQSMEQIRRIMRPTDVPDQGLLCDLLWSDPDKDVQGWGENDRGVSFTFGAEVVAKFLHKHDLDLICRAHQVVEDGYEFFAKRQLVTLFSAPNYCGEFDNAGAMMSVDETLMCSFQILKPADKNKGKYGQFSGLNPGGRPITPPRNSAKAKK
EBNA-1 inh = blocks EBNA-1 binding to DNA | EBNA-1 DNA binding, fluorescence polarization | inhibition, % at 14.8 µM | 0.34% of 300,000 active | AID 1950; in the data active = inhibition above about 28%
PP5 inh = PP5 (human) phosphatase inhibition; AID 1987; purified PP5c, OMFP substrate fluorescence; 0.18% of 320,000 active; inhibition, % at 6.7 µM; P53041;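 active = inhibition above the campaign's mean inhibition across all tested compounds plus 3 SD, cut at about 9.5% in these data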;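 note: 0% = DMSO only and 100% = 100 µM cantharidin control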
Yeast superoxide = caloric restriction mimetics inhibiting age-related superoxide in yeast | S. cerevisiae aged cells, superoxide DHE fluorescence; stronger effect = lower value | superoxide response (% of plate mean), % at 10 µM | 0.18% of 330,000 active;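 active = superoxide response under a set limit, about three screen SD below normal, cut at about 65% in these data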;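 note: yeast aged for seven days with compound at 30 °C before DHE staining; 100% = average MFI of all compound-treated wells on the plate with controls excluded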
JMJD2C inh = blocks human GASC-1 demethylase activity; Q9H3R0; GST-JMJD2C(1-420) H3K9me3 demethylation, DELFIA europium; inhibition, % at 2.35 µM; 0.069% of 330,000 active;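 active = more than half of a compound's replicate wells show inhibition beyond 50%, single wells judged on their own value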;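 note: signal counts dimethyl H3K9 product captured on neutravidin plate; 0% = median of DMSO wells and 100% = 0.3 times that DMSO median; strong numbers were not always called active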
Target sequence (Q9H3R0 1-420 limits assumed): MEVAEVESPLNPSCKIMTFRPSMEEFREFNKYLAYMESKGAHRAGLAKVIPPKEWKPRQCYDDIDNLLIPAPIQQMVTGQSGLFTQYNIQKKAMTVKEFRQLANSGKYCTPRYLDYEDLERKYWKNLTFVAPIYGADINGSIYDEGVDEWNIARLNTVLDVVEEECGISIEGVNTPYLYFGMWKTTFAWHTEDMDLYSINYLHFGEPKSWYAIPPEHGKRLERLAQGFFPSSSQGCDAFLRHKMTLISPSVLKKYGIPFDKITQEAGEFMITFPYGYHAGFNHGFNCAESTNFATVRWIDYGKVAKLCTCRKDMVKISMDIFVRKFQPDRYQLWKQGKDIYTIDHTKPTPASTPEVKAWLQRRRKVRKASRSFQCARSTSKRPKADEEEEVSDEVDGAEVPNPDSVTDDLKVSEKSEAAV
Fh CTSL1 inh = counter-screen for PFM18AAP inhibitors: inhibitors of F. hepatica cathepsin L1; inhibition, % at 5.96 µM; 0.49% of 300,000 active; recombinant F. hepatica cathepsin L1, Z-Leu-Arg-MCA fluorescence;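 active = inhibition above the mean of all tested compounds plus 3 SD, set per screening campaign, cut at about 17% in these data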;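 note: 0% = plate median of test compound wells and 100% = 1 µM Z-Phe-Ala-diazomethylketone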
TPT1 inhibitor = inhibitors of Candida albicans tRNA 2'-phosphotransferase TPT1 | recombinant caTPT1, FP RNA substrate dephosphorylation | inhibition, % at 5 µM | 0.81% of 300,000 active;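 active = inhibition above the mean of all tested compounds plus 3 SD, set per screening campaign, cut at about 24% in these data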;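 note: plate controls were DMSO alone for no effect and ferristatin control at 100 nM for full effect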
ZTA DNA inh = blocks Epstein-Barr virus ZTA, an EBNA-1 counter-screen | ZTA-DNA binding, fluorescence polarization | 0.15% of 320,000 active | AID 2234 | P03206 | inhibition, % at 11 µM; in the data active = inhibition above about 33%
core dimer inh = HCV core protein dimerization inhibition. TR-FRET GST/Flag-core106 dimerization, 1536-well. inhibition, % at 5 µM. 0.33% of 300,000 active;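 active = inhibition above the mean of all tested compounds plus 3 SD, set per screening campaign, cut at about 45% in these data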
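Assay system: GST-tagged and Flag-tagged HCV core protein residues 1-106 / Times: compound-protein-antibody incubation 4 h at 22.5 °C / Signal: time-resolved FRET, ex 340 nm, em 617 and 671 nm / Evaluation: % inhibition based on acceptor/donor emission ratio / Benchmarks: wells lacking GST-core106 and wells with excess unlabelled core106 / Repeats: singlicate, one well per compound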
* marks the source's active call; other numbers are inactive results; · = no result given; & = joins results of further samples.

SMILES | PP1 inh | EBNA-1 inh | PP5 inh | Yeast superoxide | JMJD2C inh | Fh CTSL1 inh | TPT1 inhibitor | ZTA DNA inh | core dimer inh
O=C(O)C1CCN(C(=O)c2ccccc2N2C(=O)[C@@H]3Cc4c([nH]c5ccccc45)C(c4cccc(Cl)c4)N3C2=O)CC1 (some centres undefined) | -1 | -7 | 3.4 | 113 | 0 | -4 | -1 | 10 | 1
Cc1ccc(O)c(-n2nc3ccccc3n2)c1 | -4 | -9 | 1.4 | 102 | -5 | 3 | 3 | 1 | -2
C=CCc1ccccc1OCC(O)CNC(C)C (centres undefined) | -2 | 2 | 1.9 | 118 | 2 | -2 | 2 | 3 | -6
Cn1c(N)c(C(=O)COC(=O)C2(c3ccc(Cl)cc3)CCCC2)c(=O)n(C)c1=O | -3 | 7 | 3.4 | 94 | -7 | -2 | 0 | -10 | 3
COc1cccc(Cn2c(=O)c3[nH]cnc3n(-c3ccccc3C)c2=O)c1 | -5 | 14 | -2.4 | 94 | 8 | 1 | 2 | 9 | 3
COc1ccc(CN2CCN(CCCCOc3ccc(Cl)cc3)CC2)c(OC)c1OC | -5 | 14 | 4.7 | 114 | -12 | 0 | -1 | 12 | -4
CCOC(=O)c1ccccc1NC(=O)N1CCn2c(C)ccc2C1CC (centres undefined) | -6 | -8 | 1.6 | 104 | 1 | -5 | -20 | -13 | 4
COc1ccc(NC(=O)C(=O)NCCC2CCCCN2S(=O)(=O)c2ccc(F)cc2)cc1 (centres undefined) | -3 | -20 | 0.5 | 105 | -3 | 3 | 1 | 5 | 3
CC1=NN(C(N)=S)C(=O)C1N=Nc1ccccc1C(=O)O (centres undefined) | -2 | 6 | -0.4 | 101 | -2 | 3 | -7 | 17 | -1
CCOC(=O)N1CCN(C(=O)C2CC(c3ccc(F)cc3)=NO2)CC1 (centres undefined) | -4 | -3 | 1.9 | 106 | 3 | -2 | -2 | 0 | -2
CCOC(=O)N1CCC(NC(=O)c2cc(C(=O)NCC(OC)OC)ccc2CO)CC1 | -4 | 0 | -0.3 | 99 | 0 | -1 | -1 | -1 | -4
CN1CCN(C(=O)CCCN2C(=O)/C(=C/c3ccc(Cl)cc3)SC2=S)CC1 | 7 | · | -0.7 | 103 | 12 | · | · | -5 | ·
C#CCOCCOCCOCCNc1nc(N2CCN(C(=O)[C@H](CCCCN)n3cc(CCC(=O)O)nn3)CC2)nc(N2CCN(C(=O)[C@H](CCCCN)n3cc(CC(C)O)nn3)CC2)n1 (some centres undefined) | 6 | 6 | 3.7 | 95 | · | 0 | -2 | 1 | 3
COc1ccc(/C=N/NC(=O)c2ccc(=O)n(C)c2)cc1OC | -2 | -5 | 0.6 | 116 | 4 | 1 | 1 | 1 | 3
O=C1C2C3CCC(C3)C2C(=O)N1c1ccc2ccccc2c1 (centres undefined) | -2 | 4 | 2.2 | 96 | 3 | -3 | -3 | -4 | -1
Cc1ccc(Nc2c3c(nc4ccccc24)CCC3)cc1 | 2 | 1 | 1.2 | 117 | -5 | 0 | 1 | 0 | 3
Cc1csc(=O)n1CCC(=O)OCC(=O)N(CC(C)C)c1c(N)n(Cc2ccccc2)c(=O)[nH]c1=O | -1 | -4 | 3.2 | 110 | 1 | -3 | 4 | -18 | 1
NC(=O)C1CCN(C(=O)CN(c2cccc(Cl)c2)S(=O)(=O)c2ccccc2)CC1 | 1 | 5 | 3.5 | 117 | -1 | -8 | -4 | 7 | -16
Cc1cccc(NC(=O)c2cc(S(=O)(=O)NCc3ccco3)ccc2F)c1C | 2 | 11 | 1.6 | 96 | -3 | 0 | 2 | 2 | 2
CN(C)S(=O)(=O)c1ccc(NC(=O)CSc2n[nH]c(=O)n2C2CC2)cc1 | -1 | 10 | -0.1 | 95 | -5 | -7 | -2 | 9 | 0
CCCCn1c(SCC(=O)c2ccc(OC)cc2OC)nc2cc(S(N)(=O)=O)ccc21 | 0 | -9 | 3.4 | 115 | -1 | -1 | 7 | 5 | 79*
COCCN1C(=O)N[C@@H](c2cccc(C(F)(F)F)c2)[C@H](C(=O)OC)[C@H]1C | -2 | -2 | -0.1 | 88 | 5 | -2 | -3 | -27 | -16
C/C(=N\NC(=O)c1ccccc1)c1ccc(N2CCOCC2)cc1 | -2 | 2 | 0.9 | 100 | -1 | 4 | -6 | 9 | -4
CC(=O)NC(CC(=O)Nc1cccc(S(=O)(=O)N2CCCC2)c1)c1ccccc1 (centres undefined) | -3 | 0 | 0.1 | 100 | 1 | 0 | 3 | 4 | -2
COc1ccc(N2CSC3=C(C#N)C(c4cccs4)CC(=O)N3C2)cc1 (centres undefined) | 4 | 5 | 0.9 | 91 | 7 | -3 | 6 | -5 | 2
O=C(Cc1ccc(Cl)cc1)N/N=C1\CCCc2ccccc21 | 0 | 4 | 0.7 | 84 | 0 | 2 | 1 | 1 | 0
O=C1c2ccccc2C(=O)N1CCn1nc(Cl)nc1Cl | -1 | -6 | 1.3 | 105 | 3 | 2 | 1 | -11 | -2
CCOC(=O)c1c(C2COc3ccccc3O2)csc1NC(=O)c1ccccc1 (centres undefined) | 0 | 12 | 0.2 | 105 | -8 | 0 | -1 | 1 | -2
O=C1NC(=S)N/C1=C/c1cccn1-c1ccc([N+](=O)[O-])cc1 | 3 | -1 | -1.3 | 91 | -20 | 3 | -1 | 4 | 59*
CCOC(=O)N1CCN(S(=O)(=O)c2ccc(OC)c(C(=O)N3CCCCC3)c2)CC1 | -1 | -5 | -2.1 | 90 | 0 | 3 | -3 | -9 | -15
COc1ccc(-n2cnnc2SCC(=O)Nc2ccccc2F)cc1 | 2 | 8 | -3.1 | 103 | 0 | -1 | 2 | 9 | -2
CC1(C)CC(NCc2ccncc2)CC(C)(C)N1 | 0 | 0 | 1.6 | 100 | -1 | 2 | -3 | 5 | -15
COc1ccccc1N(C(=O)c1snc(C(N)=O)c1N)C(C(=O)NC1CCCC1)c1ccc2ncccc2c1 (centres undefined) | -1 | 17 | -0.4 | 102 | 13 | -3 | -1 | 5 | 1
CC(=O)N1CCc2cc(S(=O)(=O)NCCC(=O)N3CCN(Cc4ccccc4)CC3)ccc21 | -12 | -3 | 2.2 | 111 | · | -13 | -1 | -4 | -5
c1ccc(Cn2nnc3c(N4CCc5ccccc5C4)ncnc32)cc1 | 1 | 13 | 3.2 | 86 | 6 | 1 | 2 | -7 | 1
CN(CC(=O)Nc1ccc(N2CCOCC2)cc1)C(=O)CSc1ccccc1F | 1 | · | -0.5 | 102 | 6 | · | · | 0 | ·
Cc1ccc(-c2csc(=S)[nH]2)cc1 | 0 | 6 | -0.1 | 100 | 4 | 4 | 1 | 14 | -2
C=CCNc1nc(N)c([N+](=O)[O-])c(Nc2ccccc2OC)n1 | -1 | -9 | 1.0 | 88 | 4 | 2 | -4 | 0 | 3
CCSc1ncc(Cl)c(C(=O)Nc2ccccc2Cl)n1 | -2 | 1 | 0.6 | 93 | 4 | 2 | 3 | -2 | -1
CCCCN(C(=O)c1cccc(-n2cccc2)c1)c1c(N)n(Cc2ccccc2)c(=O)[nH]c1=O | 34* | 31* | 2.0 | 102 | -14 | 2 | 9 | 22 | 48*
Cc1c(C(=O)/C=C/c2cccs2)oc2ccc(F)cc12 | 2 | -11 | 2.3 | 98 | 12 | 0 | 0 | 16 | -8
COc1cc2c3nnc(-c4ccc(F)cc4)c-3cn(Cc3cccc(C)c3)c2cc1OC | 10 | -1 | 2.9 | 98 | 1 | 3 | -23 | -12 | 2
Nc1ccccc1O | 0 | · | 4.3 | 103 | 11 | · | · | -14 | ·
O=C1SC(SCc2ccccc2)=N/C1=C\c1ccco1 | -1 | 4 | 4.7 | 103 | 5 | 1 | 2 | 0 | 4
O=C(CSc1nnc(COc2ccc(F)cc2)o1)N1c2ccccc2CCc2ccccc21 | 3 | -15 | 2.8 | 110 | -5&16 | 0 | 3 | -3 | 11
Cc1ccc(O)c(CNCCNCc2cc(C)ccc2O)c1 | 0 | 5 | 0.9 | 95 | 25 | 0 | 0 | 46* | -5
COc1ccc(OCc2cc(C(=O)NC(C)Cc3cccnc3)no2)c(Cl)c1 (centres undefined) | -1 | -4 | 1.7 | 83 | 2 | 0 | -4 | -13 | 0
CCOC(=O)CSc1nnc(-c2ccco2)n1C | -5 | 1 | 0.5 | 118 | 5 | -1 | 0 | 10 | -5
CCOC(=O)CC(NC(=O)C1c2ccccc2Oc2ccccc21)c1ccc(C)cc1 (centres undefined) | -1 | 2 | 1.0 | 87 | 0 | 1 | 0 | 3 | 4
CC(CCc1ccccc1)NC(=O)N1CCOCC1 (centres undefined) | -3 | -11 | 0.8 | 108 | 6 | -4 | 0 | -10 | 0
CC(NC(=O)c1ccco1)C(=O)NC(C)c1cc(F)c(Cl)cc1Cl (centres undefined) | 2 | -16 | 0.8 | 92 | 1 | -1 | -1 | 1 | -2
CCC(=O)c1c[nH]c(C(=O)NCc2cccnc2)c1 | 1 | 2 | -5.5 | 105 | 2 | -3 | 0 | 9 | 1

In the list so far, seven contain an aryl thioether with sulfur outside any ring:
SMILES | PP1 inh | EBNA-1 inh | PP5 inh | Yeast superoxide | JMJD2C inh | Fh CTSL1 inh | TPT1 inhibitor | ZTA DNA inh | core dimer inh
CN(C)S(=O)(=O)c1ccc(NC(=O)CSc2n[nH]c(=O)n2C2CC2)cc1 | -1 | 10 | -0.1 | 95 | -5 | -7 | -2 | 9 | 0
CCCCn1c(SCC(=O)c2ccc(OC)cc2OC)nc2cc(S(N)(=O)=O)ccc21 | 0 | -9 | 3.4 | 115 | -1 | -1 | 7 | 5 | 79*
COc1ccc(-n2cnnc2SCC(=O)Nc2ccccc2F)cc1 | 2 | 8 | -3.1 | 103 | 0 | -1 | 2 | 9 | -2
CN(CC(=O)Nc1ccc(N2CCOCC2)cc1)C(=O)CSc1ccccc1F | 1 | · | -0.5 | 102 | 6 | · | · | 0 | ·
CCSc1ncc(Cl)c(C(=O)Nc2ccccc2Cl)n1 | -2 | 1 | 0.6 | 93 | 4 | 2 | 3 | -2 | -1
O=C(CSc1nnc(COc2ccc(F)cc2)o1)N1c2ccccc2CCc2ccccc21 | 3 | -15 | 2.8 | 110 | -5&16 | 0 | 3 | -3 | 11
CCOC(=O)CSc1nnc(-c2ccco2)n1C | -5 | 1 | 0.5 | 118 | 5 | -1 | 0 | 10 | -5
